M. tuberculosis GlmU – inhibition of mycobacterial GlmU enzyme – biochemical, glucosamine-1-phosphate acetyltransferase (AID 1376); one-dose inhibition, %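 (tested at 30 µM in the primary screen)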; IC50 in µM for titrated hits; M. tuberculosis GlmU acetyltransferase enzyme assay; higher % means a stronger effect; hit rate 0.25% among 220,000; in the data active = inhibition above about 13%;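 also: 0% = complete reaction with vehicle and 100% = reaction without substrate; strong numbers were not always called active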
Mtb RmlCD inh – inhibitors of Mycobacterium tuberculosis RmlC and RmlD coupled enzymes | P9WH09+P9WH11 | RmlC+RmlD coupled enzyme assay, percent inhibition; primary screen in compound mixtures | inhibition, % at 3.6 µM | hit rate 0.03% among 160,000 | AID 1533; in the data active = inhibition mostly above about 34%, no sharp cut-off; also: some results filed as inactive read as strong as hits
Target sequence (P9WH09 whole entry, looked up): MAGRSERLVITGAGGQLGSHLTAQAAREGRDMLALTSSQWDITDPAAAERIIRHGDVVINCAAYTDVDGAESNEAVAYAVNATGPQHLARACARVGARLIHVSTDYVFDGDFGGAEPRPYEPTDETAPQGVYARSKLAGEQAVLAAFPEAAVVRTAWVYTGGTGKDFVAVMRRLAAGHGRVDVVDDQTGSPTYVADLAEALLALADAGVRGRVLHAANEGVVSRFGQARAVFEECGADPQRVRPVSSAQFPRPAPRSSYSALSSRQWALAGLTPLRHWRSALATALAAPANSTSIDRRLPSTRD
Target sequence (P9WH11 whole entry, looked up): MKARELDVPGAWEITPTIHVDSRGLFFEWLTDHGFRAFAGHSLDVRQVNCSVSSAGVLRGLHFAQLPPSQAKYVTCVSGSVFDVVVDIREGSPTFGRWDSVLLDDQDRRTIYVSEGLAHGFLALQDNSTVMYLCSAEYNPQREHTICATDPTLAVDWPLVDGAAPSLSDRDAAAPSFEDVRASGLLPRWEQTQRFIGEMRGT
An asterisk follows results filed as active; nt = not tested or not shown; & = joins results of further samples. This is a subset; the hit share may differ from the screen's.

smiles | M. tuberculosis GlmU | Mtb RmlCD inh
CC(=O)c1cccc(NC(=O)C2CCCN2S(=O)(=O)c2cccc3nsnc23)c1 (stereo not given) | -2.4% | -13.2
COCCn1nnnc1CN(Cc1ccco1)Cc1cc2cc3c(cc2[nH]c1=O)OCO3 | 5.6% | 0.4
Cc1nn(-c2ccc(F)cc2)c(C)c1/C=C/C(=O)N1CCNC(=O)C1 | 1.2% | -8.4
CCOC(=O)c1ccc(COC(=O)CCc2nc3ccccc3[nH]c2=O)o1 | 1.7% | nt
COc1ccc(-c2ccc(C#N)c(SCC(=O)NCCc3ccccc3)n2)cc1OC | -1.7% | 15.3
CCOCCn1c(CN2CCN(C)CC2)nc2c1c(=O)n(C)c(=O)n2C | -0.5%&0.4% | nt
COc1cc2c(cc1O)C(Cc1ccc(O)cc1)NCC2 (stereo not given) | -1.4% | nt
O=C(COc1ccc(Cl)cc1Cl)NC(=S)Nc1ccc(CN2CCOCC2)cc1 | 5.4% | 5.0
CC(=O)c1ccc(NC(=O)c2cnn3c(C(F)F)cc(C4CC4)nc23)cc1 | 1.4% | nt
COC(=O)C1=C(C)N(C)C(C)=C(C(=O)OC)C1c1ccccc1C | -3.7% | -6.4
CCCc1ccc(OCc2ccc(C(=O)O)o2)c(OC)c1 | 3.7% | 33.4
CSc1nc2ccc(Nc3nc(N4CCOCC4)nc(N4CCOCC4)n3)cc2s1 | -1.9% | -4.6
CC1=CC(c2ccc(Cl)cc2)n2ncnc2N1 (stereo not given) | 0.6% | nt
COc1ccc(C(=O)Nc2ccc(-c3cn4ccsc4n3)cc2)cc1S(=O)(=O)N1CCOCC1 | 6.2% | nt
COc1cc(/C=N/NC(=O)c2ccccc2O)ccc1OC(=O)CC1SC(=O)NC1=O (stereo not given) | 0.6% | -10.6
O=c1[nH]c(/C=C2\C=Nc3ccccc32)c(O)n1Cc1ccccc1F | -9.6% | 17.7
N=c1n(CC(=O)c2ccc(Br)s2)c2ccccc2n1Cc1ccccc1 | -12.5% | nt
C/C(CCc1ccc2c(c1)OCO2)=N\N=C(/N)SC1CC(=O)N(c2ccccc2F)C1=O (stereo not given) | 1.1% | nt
O=C(CC1(O)C(=O)N(C/C=C/c2ccccc2)c2ccccc21)c1ccccn1 (stereo not given) | 2.5% | 5.4
CC(C)CNC(=O)COC(=O)/C=C/c1ccccc1[N+](=O)[O-] | nt | 6.8
O=C(NCCCn1ccnc1)c1ccc(S(=O)(=O)N2CCCCCC2)cc1 | -3.2% | 8.5
COc1ccccc1NC(=O)NCCc1c[nH]c2ccccc12 | -2.7% | 6.4
COC(=O)CN(c1ccc2c(c1)OCCO2)S(=O)(=O)c1ccccc1 | -2.8% | -6.7
COc1cc(/C=N/NC(N)=S)ccc1OCC(=O)Nc1ccc(C)c(C)c1 | -2.2% | 4.6
C=CCOC(=O)C1=C[C@H](C2CCCCC2)[C@@H](CCCO)[C@H](OCC)O1 | 2.3% | nt
Cc1ccc2cccc(OCCOCCOc3ccccc3Br)c2n1 | 0.6% | -5.1
COc1ccc(Oc2ccc(/C=C/C(=O)c3cccc(OC)c3)cc2[N+](=O)[O-])cc1 | -0.9% | nt
Cc1c(N2C(=O)c3ccccc3C2(O)c2ccccc2)c(=O)n(-c2ccccc2)n1C (stereo not given) | 1.7% | -9.3
Cc1cc(N)n(-c2ccc(C)c(C)c2)n1 | 1.0% | -6.2
Cc1cc(C)c2c(c1)cc(C)c1nnc(SCC(=O)N3CCCc4ccccc43)n12 | 4.9% | 0.2

Reprinted from the part before: 3 compounds; new compounds follow.
smiles | M. tuberculosis GlmU | Mtb RmlCD inh
Cc1c(N2C(=O)c3ccccc3C2(O)c2ccccc2)c(=O)n(-c2ccccc2)n1C (stereo not given) | 1.7% | -9.3
Cc1cc(N)n(-c2ccc(C)c(C)c2)n1 | 1.0% | -6.2
Cc1cc(C)c2c(c1)cc(C)c1nnc(SCC(=O)N3CCCc4ccccc43)n12 | 4.9% | 0.2
CC(C)OCCCNc1nc2c([nH]1)c(=O)n(C)c(=O)n2C | 0.3% | 1.9
Cc1ccc(-c2nc3ccccc3[nH]c2=O)cc1 | 2.9% | nt
CC(=O)c1cc2c(C)cc(=O)oc2cc1O | 0.7% | 13.5
N#Cc1c(NCCO)ccc([N+](=O)[O-])c1NCCO | 2.3% | 2.6
Nc1ccc(-n2c(N)c(C(=O)NCc3ccc4c(c3)OCO4)c3nc4ccccc4nc32)cc1 | 1.4% | nt
COc1ccc(/C=C/C(=O)N[C@@H](C)C(=O)O)cc1 | -8.8% | 8.8
CCOC(=O)C(CC)n1cnc2c(cnn2-c2ccc(Cl)cc2)c1=O (stereo not given) | -2.5% | 7.1
Cn1c(SCC(=O)N2CCN(S(=O)(=O)c3ccccc3)CC2)nc2ccccc21 | 1.9% | 22.4
COc1ccc(-n2c(Cc3cccn3C)nnc2SCC(=O)Nc2ccccc2C)cc1 | 5.3% | -3.9
COc1ccccc1N1CCN(C(=O)CN(c2cc(C)cc(C)c2)S(C)(=O)=O)CC1 | 0.3% | 5.8
COc1ccc2[nH]c3c(NCCN4CCCCC4)ncnc3c2c1 | -0.7% | 15.8
Cc1ccc(OCn2c(=O)sc3ccccc32)cc1 | -5.2% | nt
CC(C)Oc1ccc(C(=O)NNC(=O)c2ccccc2C(=O)O)cc1 | 1.1% | -0.9
COc1cc(/C=N/N=C2/NC(=O)C(Cc3ccccc3)S2)ccc1O (stereo not given) | -7.6% | -16.4
C=CCn1c(SC(CCO)C(=O)NCc2ccco2)nc2sc3c(c2c1=O)CCC3 (stereo not given) | 6.5% | nt
CCC(C)c1ccc(NC(=S)NCc2ccccn2)cc1 (stereo not given) | -5.9% | -12.9
CC(C)N(C(=O)Cn1c(-c2ccccc2Cl)nc2ccccc21)c1ccccc1 | -0.1% | nt
Cc1nn(CCCC(=O)Nc2cc(Oc3ccccc3)cc([N+](=O)[O-])c2)c(C)c1[N+](=O)[O-] | -2.7% | -3.1
CC(NC(=O)CSc1nnc(-c2cccnc2)n1N)c1ccccc1 (stereo not given) | 0.5% | -9.9
CC1=CC(=Nc2c(C)n(C)n(-c3ccccc3)c2=O)C=C(C)C1=O | -6.3% | -3.5
Cc1cccc(NC(=O)c2ccc(NCC3CCCO3)c([N+](=O)[O-])c2)n1 (stereo not given) | -1.0% | -9.7
Nc1ccc2nc(-c3ccc(N)c(Cl)c3)[nH]c2c1 | 5.5% | nt
Cc1cc(C)c(OCC(=O)Nc2ccccn2)c([N+](=O)[O-])c1 | -3.8% | -11.1
CCOC(=O)c1c(NC(N)=O)nc2n1CCC2 | 0.1% | -7.9
Cc1ccc(C2=NCN(c3ccc(C(=O)O)cc3)C(=S)N2)cc1 | -0.1% | -5.0
COc1ccc(CCN2CC34C=CC(O3)C(C(=O)NCc3ccccc3)C4C2=O)cc1OC (stereo not given) | -7.3% | 30.9
CCCCCc1c(O)c2ccccc2[nH]c1=O | -1.1% | nt
COc1cc(/C=N/Nc2ccc3ccccc3c2)ccc1OC(=O)c1ccco1 | -8.6% | -12.1
Cc1ccc(N2NC(C)(c3cccs3)NC2=S)cc1 (stereo not given) | 0.0% | nt
O=S(=O)(c1ccc(-c2ccon2)s1)N1CCN(c2ccncc2)CC1 | -8.0% | -0.1

Next part
Values in the order: M. tuberculosis GlmU	Mtb RmlCD inh
- COc1cc(NC(=O)c2cnn3c(C)cc(C)nc23)c(OC)cc1Cl
 : -3.1%	8.7
- CC(C)COc1ccc(S(=O)(=O)n2cc(F)c(=O)[nH]c2=O)cc1
 : 6.5%	nt
- N#CC(=C1Nc2ccccc2N1)S(=O)(=O)c1ccccc1
 : 8.6%	nt
- O=c1cc(C(F)(F)F)nc(-c2ccccc2)[nH]1
 : 1.9%	-1.3
- CCOC(=O)c1ccc(NC(=O)CCc2ccc(CC)o2)cc1
 : 2.8%	-3.3
- CN(C)/C=C1\C=C2C(=O)c3ccccc3N2C1=O
 : 8.3%	nt
- COc1ccccc1NS(=O)(=O)c1cccc(NC(=O)c2ccc3ccccc3n2)c1
 : -5.2%	-8.1
- COC(=O)c1ccc(S(=O)(=O)N2CCCCC2)o1
 : 4.5%	nt
- COc1ccc(-c2nc(-c3ccccn3)ncc2S(C)(=O)=O)cc1
 : -2.2%	1.1
- CCC1(C)NC(=O)N(CC(=O)N2N=C(c3ccccc3)CC2c2ccc(OC)cc2)C1=O (stereo not given)
 : -2.9%	12.4
- COC(=O)CN1C(=S)N(c2ccc(OC)cc2)C(=O)/C1=C/c1ccc(N2CCOCC2)cc1
 : -10.6%	2.6
- Oc1ccc2ccccc2c1CN1CCOCC1
 : nt	5.6
- CCOC(=O)c1ccc(-n2c(CN3CCOCC3)nc3ccc([N+](=O)[O-])cc3c2=O)cc1
 : 2.5%	3.5
- COCCNC(=O)c1c[nH]c2ccc(OC)cc2c1=O
 : 6.0%	-5.2
- O=C1NC(c2cc(Cl)cc([N+](=O)[O-])c2O)Nc2ccccc21 (stereo not given)
 : -1.3%	nt
- O=C(Nc1nnc(SCc2ccccc2Cl)s1)C1COc2ccccc2O1 (stereo not given)
 : -0.6%	nt
- O=C(COc1ccccc1Cl)Nc1nc(-c2cccs2)cs1
 : 1.1%	nt
- Cc1cc(C)c(C(=O)N2CCCC(CNC(=O)C3(c4ccc(Cl)cc4)CC3)C2)c(=O)[nH]1 (stereo not given)
 : 1.3%	nt
- CN1CCN(c2ccc([N+](=O)[O-])cc2C(=O)Nc2ccccc2)CC1
 : -7.9%	nt
- COc1ccccc1-c1cc(C(=O)NCc2cccs2)no1
 : 0.5%	-0.6
- CC1=CC(=C(C#N)C#N)C=C(C)N1CCC(C)C
 : -4.5%	-5.9
- Cc1nn(C(=O)c2cccs2)c(N)c1-c1ccccc1
 : 2.4%	6.3
- Cc1ccc(O)c(C2=NOC(O)(C(F)(F)C(F)F)C2)c1 (stereo not given)
 : 1.1%	nt
- OCCOc1nnnn1-c1ccccc1
 : 3.3%	0.6
- Fc1ccc(C2=Nn3c(Cc4ccccc4)nnc3SC2)cc1
 : 1.6%	11.9
- Cc1ccc2cc(CN(Cc3nnnn3C3CCCC3)C3CCCCC3)c(=O)[nH]c2c1C
 : 4.1%	-6.0
- COC(=O)CC1C(=O)NC2CCCCC2N1C(=O)c1ccccc1 (stereo not given)
 : -0.4%	7.3
- COc1ccc(C(C)=O)cc1COC(=O)c1ccc(N)c([N+](=O)[O-])c1
 : -1.6%	4.1
- Cc1ccsc1/C=N/NC(=O)c1ccco1
 : -7.2%	-8.5
- CC(C)NC(=O)COc1ccc(S(=O)(=O)N2CCOCC2)cc1
 : -1.5%	nt

The list goes on; the last 2 above are carried over.
Values in the order: M. tuberculosis GlmU	Mtb RmlCD inh
- Cc1ccsc1/C=N/NC(=O)c1ccco1
 : -7.2%	-8.5
- CC(C)NC(=O)COc1ccc(S(=O)(=O)N2CCOCC2)cc1
 : -1.5%	nt
- COc1cc(OC)cc(C(=O)N[C@H](C(=O)Nc2cccc(S(=O)(=O)N3CCCC3)c2)C(C)C)c1
 : -3.1%	nt
- CCOC(=O)C1CCCN(C(=O)c2cc(Nc3ccc(OC)cc3OC)nc3ccccc23)C1 (stereo not given)
 : 2.4%	-5.7
- Cc1c(NCc2ccccc2O)c(=O)n(-c2ccccc2)n1C
 : -0.4%	-9.2
- Cc1ccccc1OC(C)c1nc(-c2ccccc2)no1 (stereo not given)
 : 0.2%	-8.8
- O=C1NCCCC1C(=O)N/N=C/c1cc([N+](=O)[O-])ccc1O (stereo not given)
 : -3.1%	-3.4
- C/C=C\C=C/C(=O)Nc1cccc(C2=NOC3(C2)C[C@@H](C(N)=O)N(C(=O)c2ccc(Cl)cc2)C3)c1 (stereo not given in full)
 : -3.4%	6.2
- C=CCOC(=O)N1CCN(c2cccc(C(F)(F)F)c2)CC1
 : 0.2%	nt
- O=C(CCCc1cccs1)Nc1nccs1
 : -5.3%	nt
- O=C(Cn1c(=S)[nH]c2ccccc2c1=O)N1CCN(c2ccccc2)CC1
 : -3.0%	-16.5
- CCCCN1CCc2c([nH]c3ccccc23)C1=O
 : -2.0%	13.4
- COc1cc(C2C(C#N)=C(N)OC3=C2C(=O)CCC3)c([N+](=O)[O-])cc1OC (stereo not given)
 : 5.2%	7.7
- C=C(C)C1CC=C(CN2CCC(C(=O)OCC)CC2)CC1 (stereo not given)
 : -2.2%	nt
- COc1ccc(-c2csc(NC(=O)c3cc(=O)c4ccccc4o3)n2)cc1OC
 : -3.9%	-5.4
- Cc1nn(-c2ccccc2)c(Cl)c1/C=C1\SC(=S)NC1=O
 : 1.3%	10.4
- Cc1cccc(S(=O)(=O)C(C#N)c2nc3ccccc3nc2N2CCOCC2)c1 (stereo not given)
 : 0.8%	9.9
- CN(C)C(=O)CSC1c2ccccc2C(=O)N1c1ccccc1 (stereo not given)
 : 4.8%	-6.0
- COc1cc(C2c3c(oc4ccccc4c3=O)C(=O)N2CCN2CCOCC2)cc(OC)c1OC (stereo not given)
 : 0.4%	nt
- O=C(Nc1cccc(Cl)c1)Nc1ccc(Br)cc1F
 : -6.1%	-5.9
- Cc1ccnc(NS(=O)(=O)c2ccc(NC(=O)C3CCCCC3)cc2)n1
 : 3.6%	-6.9
- CCn1c(=N)n(CC(O)COc2ccc(C)cc2)c2ccccc21 (stereo not given)
 : 3.7%	nt
- O=C(CN1CCOCC1)Nc1cccc(C(=O)Nc2cccc(C(F)(F)F)c2)c1
 : -3.2%	nt
- COc1ccc(C(=O)Nc2scc(-c3ccc(Cl)cc3Cl)c2C(N)=O)cc1
 : -3.8%	nt
- O=C1CC2C(=O)NCCN2C(=NC(=O)c2ccccc2)N1 (stereo not given)
 : -1.7%	-6.6
- CC(C)CCOc1ccc(NC(=O)C2OC3OC(C)(C)OC3C3OC(C)(C)OC23)cc1 (stereo not given)
 : -0.1%	nt
- COc1ccc2oc(=O)c(C(=O)N3c4ccccc4CC3C)cc2c1 (stereo not given)
 : -2.2%	12.4
- O=C(Cc1ccccc1F)OCC(=O)N1CCc2ccccc21
 : 0.8%	10.7
- COCCCNCC(=O)Nc1sc(C)c(C)c1C(=O)OC
 : -2.1%	nt

Bioassay records deposited in PubChem BioAssay by several laboratories.
